# Compound activity (PubChem)
# Mito fusion act: qHTS Assay for Small Molecule Inhibitors of Mitochondrial Division or Activators of Mitochondrial Fusion; AID 485298, 2010; hit rate 0.23% among 320,000; Potency, µM (titrated, usually from 46.1 µM), inactives show top-dose growth rescue (activation), hits mostly activators; S. cerevisiae fusion-defective mutant growth rescue, CellTiterGlo 48 h;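 note: potency is the fitted concentration of half-maximal effect; % of control where 0% means no effect; nearly all actives have a fitted effect of over 45% in size; temperature-sensitive fusion mutants such as fzo1-1 at 37 °C on non-fermentable ethanol glycerol medium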
#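 Temperature-sensitive fusion-defective S. cerevisiae (e.g. fzo1-1, mgm1-5) were grown with compound in YPEG medium (3% ethanol, 3% glycerol) for 48 hours at 37C. Growth rescue was measured as viability by CellTiterGlo luminescence after 10 minutes at ambient.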
# AT treatment: qHTS Assay for Identifying a Potential Treatment of Ataxia-Telangiectasia; […] A-T fibroblasts, KAP-1 phosphorylation AlphaLISA; neocarzinostatin DNA damage 30 min before lysis; Potency, µM (doses to about 57.5 µM), without a hit: at the highest dose activation, hits mostly activators; hit rate 0.19% among 320,000; AID 485349, 2010; note: potency is the fitted concentration of half-maximal effect; % of control where 0% means no effect; nearly all actives have a fitted effect of over 45% in size
#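 ATM-like activity read as KAP-1 phosphorylation via AlphaLISA donor/acceptor antibody pairs after lysis and 6 hr at 25C. Cells were ATM-null patient fibroblasts ([…], hTERT), dosed 60 min, then exposed to the DSB inducer NCS for 30 min.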
# TCR act: Activators of T cell receptors: qHTS campaign. primary human leukocytes, anti-CD3, IL-2 HTRF, 48 h. Potency, µM (series often up to 9.22 µM), without a hit: at the top dose activation of IL-2 secretion, actives largely listed as activators. 330,000 tested, under 10 active; note: % of control where 0% means no effect
#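 1) Mix primary human leukocytes, a-CD3 beads and compound. 2) Incubate 48 hr. 3) Add HTRF IL-2 reagents (a-IL-2-K, a-IL-2-d2).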
# KCNH2 3.1 block: qHTS for Inhibitors of KCHN2 3.1: Mutant qHTS; AID 720553, 2013; Potassium voltage-gated channel subfamily H member 2, brain isoform KCNH2 3.1 (human); hit rate 0.95% among 340,000; activity change, % (tested at about 1.8 µM); U2OS KCNH2 3.1, thallium flux FluxOr; active compounds read low;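 active = maximum activity change below -70%; inconclusive = maximum activity change from -70% to -50%; inactive = maximum activity change above -50%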;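 note: thallium influx rate constant from kinetic fluorescence after stimulation buffer; % is set by controls: 0 for no effect and ±100 for the full control effect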
#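 U2OS cells transduced with KCNH2 3.1 mutant virus (1.77 x 10^8 /mL, 4 h), plated overnight at 37 C, loaded 45 min with FluxOr dye plus Red40 quencher. Thallium flux rate constant from kinetic reads after stimulation buffer, normalised to controls.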
# USP2a inh: qHTS Assay for Inhibitors of Ubiquitin-specific Protease USP2a Using CHOP2 as the Reporter; Ubiquitin carboxyl-terminal hydrolase 2 (Homo sapiens), O75604; USP2 core, Ub-CHOP2 coupled fluorogenic reporter, 485/531; Potency, µM (titrated, usually from 38.3 µM), inactives show at the top dose activity change, negative = inhibition, actives largely listed as inhibitors; hit rate 0.01% among 330,000; AID 463254, 2010;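 note: potency is the fitted concentration of half-maximal effect; plate controls were DMSO wells for no effect and full inhibition by NEM control for full effect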
#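 Deubiquitinase activity read as fluorescence (485/531 nm) after Ub-CHOP2 cleavage activates the enterokinase reporter on its substrate; USP2 core 10nM, Ub-CHOP2 and substrate 25nM each, 30min compound preincubation then 60min RT; data normalized to NEM, curves fitted.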
# Eya2 inh: qHTS Assay for Inhibitors of the Phosphatase Activity of Eya2. Protein phosphatase EYA2 (Homo sapiens), O00167. recombinant Eya2, OMFP fluorescence dephosphorylation (OMFP is methylfluorescein phosphate). Potency, µM (titrated, usually from 76.9 µM), for inactives: top-dose activity, negative = inhibition, most hits filed as inhibitors. hit rate 0.006% among 330,000; note: potency is the fitted concentration of half-maximal effect; % is set by controls: 0 for no effect and ±100 for the full control effect
#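 Eya2 (0.2 uM) preincubated 10 min at ambient with compound, then OMFP substrate added at 50 uM; 10 min reaction in 50 mM HEPES pH 7.5, 50 mM NaCl, 5 uM MgCl2, 0.05% BSA, 1 mM DTT. Fluorescence read at Ex 485/Em 525 nm.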
# ELG1 repair inh: qHTS screen for small molecules that inhibit ELG1-dependent DNA repair in human embryonic kidney (HEK293T) cells expressing luciferase-tagged ELG1; HEK293T ELG1-luciferase reporter, luminescence, 16 h; DNA damage induced by 5-fluorouridine; Potency, µM (top dose mostly 46.1 µM), without a hit: at the highest dose activity change, negative = inhibition, usual class: inhibitors; hit rate 2.3% among 330,000; AID 504467, 2011; note: potency is the fitted concentration of half-maximal effect; % is set by controls: 0 for no effect and ±100 for the full control effect; nearly all actives have a fitted effect of over 55% in size
#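 5-Fluorouridine DNA damage + compound/DMSO, 2,000 cells/well, 16 h, 37 °C/5% CO2. ONE-Glo, 30 min RT, luminescence. Readout = decrease in reporter signal.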
# TRPV1 agonist: HTS Assay for Compounds that Act as Agonists of the Vanilloid Receptor 1; TRPV1-expressing cells, Fluo-8 calcium influx, agonist mode; activation, % at 8.33 µM; hit rate 0.19% among 320,000; AID 540275, 2011; in the data active = activation above about 80%; inconclusive = between about 30% and that limit; note: 0% is about no effect
#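 Fluo-8 calcium influx in TRPV1-expressing cells, kinetic read (ex 480/em 520 nm). Compound added and read 3 min for agonist activity, followed by capsaicin at EC20 final and 2 min further read for enhancement.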
# hERG WT inh: qHTS for Inhibitors of KCHN2 3.1: Wildtype qHTS; U2OS, BacMam KCNH2, thallium flux FluxOr; active compounds read low; activity change, % at 1.84 µM; hit rate 0.37% among 340,000;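 active = maximum activity change below -70%; inconclusive = maximum activity change between -70% and -50%; inactive = maximum activity change above -50%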; note: % is set by controls: 0 for no effect and ±100 for the full control effect
#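 U2OS cells were transduced with wild-type KCNH2 virus (2.03 x 10^8 / mL) for 4 h at room temperature, then cultured overnight at 37 C. Thallium flux was read with FluxOr dye. Rate constants were normalized to DMSO controls.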
# TSHR antag: Antagonists of the Thyroid Stimulating Hormone Receptor: HTS campaign; TSHR-expressing cells, TSH-stimulated cAMP HTRF, 2 h; active compounds read low; hit rate 0.2% among 330,000; activity change, negative = inhibition, % at 11.5 µM; Thyrotropin receptor (Homo sapiens), P16473;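 active = activity change below a set negative limit, meaning inhibition stronger than a set level, cut at about -70% in these data; inconclusive = activity change between two set negative limits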; note: % is set by controls: 0 for no effect and ±100 for the full control effect
# Target sequence (P16473 whole entry, looked up): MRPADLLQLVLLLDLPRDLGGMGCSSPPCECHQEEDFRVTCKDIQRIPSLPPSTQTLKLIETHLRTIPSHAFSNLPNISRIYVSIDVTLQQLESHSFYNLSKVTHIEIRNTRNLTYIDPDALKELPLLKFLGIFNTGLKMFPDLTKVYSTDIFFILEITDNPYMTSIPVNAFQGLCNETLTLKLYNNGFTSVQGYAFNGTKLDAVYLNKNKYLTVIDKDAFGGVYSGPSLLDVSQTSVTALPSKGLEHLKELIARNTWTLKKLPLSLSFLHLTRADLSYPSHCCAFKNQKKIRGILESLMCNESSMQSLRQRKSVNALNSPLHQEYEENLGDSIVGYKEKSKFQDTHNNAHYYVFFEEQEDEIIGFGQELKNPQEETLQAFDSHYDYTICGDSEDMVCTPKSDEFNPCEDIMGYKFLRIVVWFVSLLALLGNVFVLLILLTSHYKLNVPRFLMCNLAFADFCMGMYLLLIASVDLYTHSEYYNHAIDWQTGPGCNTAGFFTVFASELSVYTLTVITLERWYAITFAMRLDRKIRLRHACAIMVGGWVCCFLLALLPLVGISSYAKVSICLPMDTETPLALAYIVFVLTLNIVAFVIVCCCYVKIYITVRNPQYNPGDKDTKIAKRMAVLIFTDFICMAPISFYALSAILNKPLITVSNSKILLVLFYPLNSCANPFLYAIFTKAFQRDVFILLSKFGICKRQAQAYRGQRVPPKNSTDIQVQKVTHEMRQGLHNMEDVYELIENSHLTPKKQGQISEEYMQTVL
#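 Cell-based HTRF cAMP assay; TSHR cells + compound, TSH EC80 (4nM final), 2 h, 37 deg C. Lysis with anti-cAMP cryptate and cAMP-d2, 30 min RT, read 665/620 nm.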
# * = called active by the depositor; ? = inconclusive; . = no result given; [ ] = remark or other dose. Unless noted, calls come from the whole dose curve; as a rule, active = well fitted curve in the direction sought with a large enough effect; inconclusive = small, poorly fitted or top-dose-only effect, or another doubt; inactive = no such curve, though single readings can be large; an effect the other way counts as inactive or inconclusive. These rows are one share of the data (hit frequency here may not be typical).
smiles | Mito fusion act | AT treatment | TCR act | KCNH2 3.1 block | USP2a inh | Eya2 inh | ELG1 repair inh | TRPV1 agonist | hERG WT inh | TSHR antag
COc1cc2c(cc1OC)CN(c1ccc([N+](=O)[O-])cc1C#N)CC2 | 11% | 0% | -5% | 1 | 3% | -19% | ? | 5 | 0 | -17
Cn1c(=O)c([N+](=O)[O-])c(N2CCSCC2)c2ccccc21 | 6% | -7% | -7% | -5 | -4% | 3% | ? | ? | 1 | 6
CCN1CCN(c2ccc(N3CCN(S(=O)(=O)c4ccc(C)c([N+](=O)[O-])c4)CC3)nn2)CC1 | -9% | -1% | 1% | 14 | 0% | 1% | 3% | -1 | -7 | -4
Cc1ccccc1OCCSc1nc(N(C)C)nc(N(C)C)n1 | 0% | 7% | 2%[46.1 µM] | -7 | 2% | 3% | -7% | -3 | 5 | -13
CC1(C)Cc2c(sc(NC(=O)C(=O)N3CCN(CCO)CC3)c2C(N)=O)CO1 | 1% | -11% | -12% | 1 | 2% | -7% | 25% | -1 | 5 | -9
CCN(CCCNC(=O)CCCN1C(=O)COc2ccc(C)cc21)c1cccc(C)c1 | 7% | 1% | . | -1 | -1% | -18% | ? | -6 | 3 | -1
CCOC(=O)c1sc(=S)n(-c2ccc(F)c(F)c2)c1N | 1% | -5% | 4% | -8 | 0% | -4% | 1% | 2 | -24 | 4
CC(C)(C)c1nc(NC(=O)Nc2ccccc2)sc1Br | 6% | 15% | 1% | -10 | 2% | -7% | ? | ? | 2 | -17
O=C1CC(c2ccccc2)CN1C(=O)c1ccccc1 (stereo not drawn) | 2% | -4% | 2% | 0 | 5% | 0% | 41% | 2 | 5 | 9
CCC1Oc2ccc(C)cc2N(CC(=O)NCc2ccccc2OC)C1=O (stereo not drawn) | 4% | 7% | 1% | -3 | 2% | 4% | 1% | . | 0 | 21
Cn1c(=O)c2c(nc(CN3CCOCC3)n2CCN2CCOCC2)n(C)c1=O | 0% | 21% | 0% | 11 | 0% | 26% | 7% | 3 | 18 | .
CCOc1nc(S(=O)(=O)c2ccc(C)cc2)c(Cl)s1 | 1% | 16% | . | -1 | 0% | -10% | ? | 6 | 5 | -12
COc1ccc(NC(=S)NC23CN4CN(CN(C4)C2)C3)cc1 | . | 5% | 0%[46.1 µM] | 10 | 3% | 1% | -1% | -2 | -2 | -4
Cc1cccc(OCC(=O)Nc2ccc(N3CCN(C(=O)c4ccco4)CC3)cc2)c1 | 2% | -4% | -4% | -8 | 0% | 7% | ? | . | 3 | -9
N#Cc1c(N)n(-c2ccccc2N)c2nc3ccccc3nc12 | -1% | 8% | 4% | 26 | -1% | -5% | -25% | -3 | -3 | 7
CN1CCN(CCCN(Cc2ccco2)C(=S)Nc2ccc(Cl)cc2)CC1 | -1% | 9% | -1% | -3 | -1% | -3% | 15% | 10 | 7 | -8
CCOC(=O)N1CCC(c2cc(=O)n3[nH]cc(C(=O)OC)c3n2)CC1 | 1% | -4% | 4% | 12 | 1% | -32% | 7% | 1 | -13 | -1
COc1cccc(NC(=O)CN(C)C(=O)c2ccc3c(c2)CC(c2ccccc2)OC3=O)c1 (stereo not drawn) | 2% | 5% | 8% | -18 | -1% | -18% | ? | -2 | 6 | -11
O=C(Nc1nc2c(F)cccc2s1)c1ccco1 | 0% | -8% | 2% | 1 | 0% | 3% | ? | ? | 0 | -30
CC1CCCN(C(=O)CCc2ccccc2)C1 (stereo not drawn) | -1% | -2% | -3%[46.1 µM] | 13 | -1% | 7% | ? | 12 | -4 | -4
COC(=O)c1cc(C#N)c(N2CCOCC2)nc1C | -1% | 7% | 5% | 0 | 10% | 4% | -6% | 0 | -5 | 5
CC(C)C1=Nc2cccc3cccc(c23)N1 | -3% | -2% | -11% | 6 | 1% | 9% | -1% | 1 | 11 | -10
CON1C(=O)CN(C(C)=O)C1c1ccc(Cl)cc1Cl (stereo not drawn) | -2% | 1% | . | 0 | -1% | -7% | -1% | 1 | -4 | -5
CCn1c2ccccc2c2cc(NC(=O)CSc3nnc(-c4ccc(OC)c(OC)c4)n3N)ccc21 | -6% | -6% | -3% | -9 | -1% | -10% | ? | 2 | 0 | -11
CC(C)(C)c1ccc(OCC(=O)N2CCN(c3ncccn3)CC2)cc1 | 7% | 4% | 0% | -8 | -1% | 3% | 5% | -5 | -5 | -4

# (next part)
# Below each SMILES: Mito fusion act, AT treatment, TCR act, KCNH2 3.1 block, USP2a inh, Eya2 inh, ELG1 repair inh, TRPV1 agonist, hERG WT inh, TSHR antag
- Clc1ccc(OCc2nnc(SCCN3CCCCC3)n2Cc2ccco2)cc1
→ 0%, -10%, 2%, ?, 0%, -8%, 0%, 0, -40, -4
- Cc1ccc(CN2CCN(C(=O)C3CCC3)CC2)cc1
→ -1%, 1%, -5%[46.1 µM], -2, -7%, -4%, 7%, 18, -12, 1
- Oc1c(/C=N/Nc2cccc3cccnc23)ccc2ccccc12
→ 0%, -6%, -26%[46.1 µM], 7, -3%, -3%, ?, 4, -15, -2
- COc1ccc(CNc2nc(-c3cccnc3)nn2C(=O)c2cccs2)cc1
→ 19%, 2%, -4%[46.1 µM], 2, 3%, 5%, -23%, 6, 5, -9
- O=S(=O)(c1cccc2nsnc12)N1CCCCC1
→ 5%, -3%, 6%, -2, 5%, -2%, 13%, 0, -18, 2
- COc1ccc(/C(C)=N/NC2=NCCN2)cc1Cl
→ -12%, 0%, 0%, 3, -1%, 7%, -2%, 1, 6, -12
- C[N+](C)(CC#Cc1ccccc1)CC(=O)c1ccc(Cl)cc1
→ -2%, 0%, 2%[46.1 µM], 0, 1%, 3%, -1%, 2, 16, -4
- O=C(C[C@@H]1C/C=C\CCC(=O)O[C@H](c2ccccc2)CNC1=O)N[C@H](CO)Cc1ccccc1
→ ., -4%, -2%, -14, 2%, 10%, ?, ., -3, 4
- O=C(Nc1ncc(C(F)(F)F)cc1Cl)c1ccc(S(=O)(=O)N2CCOCC2)cc1
→ -1%, -3%, -5%, -3, 2%, 12%, 10%, ?, -8, 6
- COc1ccc(NC(=O)C2CCN(S(=O)(=O)c3ccc(OC)c(OC)c3)CC2)cc1
→ 2%, 0%, -35%, -6, 1%, 11%, -15%, 3, 2, 1
- C=CCOc1c(Br)cc(CNc2ccc3[nH]c(=O)[nH]c3c2)cc1OCC
→ 17%, -2%, -1%, 4, 4%, 1%, ?, 87*, 2, -7
- O=C(CN(C(=O)CCC(=O)Nc1nccs1)c1ccc2c(c1)OCO2)NCc1ccc(F)cc1
→ 5%, 1%, 2%, -27, 1%, -2%, 3%, -2, 20, -2
- COc1cccc(N2CCN(c3ccc4nnc(CCC(=O)Nc5cccc(C(C)=O)c5)n4n3)CC2)c1
→ -1%, 4%, 2%, 6, 3%, ?, 17%, -4, 7, -6
- O=C(Nc1cccnc1)c1ccc(NS(=O)(=O)c2cc([N+](=O)[O-])ccc2Cl)cc1
→ -1%, -3%, -3%, 1, 0%, -1%, -11%, -1, 8, 4
- CCCN(CCC)C(=O)Cc1coc2ccc3ccccc3c12
→ 7%, 0%, 8%, 19, -2%, -12%, -3%, 20, 10, -1
- O=C(Nc1nc2ccccc2s1)c1ccccc1
→ 0%, 8%, 2%, 0, 3%, -1%, ?, ?, ., -13
- CCC(=O)c1ccc(N2CCCCCC2)c(F)c1
→ -4%, 3%, 0%, -3, -7%, -2%, ?, ?, -2, 3

# Pulled by structure from the entries so far (4):
# Below each SMILES: Mito fusion act, AT treatment, TCR act, KCNH2 3.1 block, USP2a inh, Eya2 inh, ELG1 repair inh, TRPV1 agonist, hERG WT inh, TSHR antag
- O=S(=O)(c1cccc2nsnc12)N1CCCCC1
→ 5%, -3%, 6%, -2, 5%, -2%, 13%, 0, -18, 2
- CC1(C)Cc2c(sc(NC(=O)C(=O)N3CCN(CCO)CC3)c2C(N)=O)CO1
→ 1%, -11%, -12%, 1, 2%, -7%, 25%, -1, 5, -9
- O=C1CC(c2ccccc2)CN1C(=O)c1ccccc1 (stereo not drawn)
→ 2%, -4%, 2%, 0, 5%, 0%, 41%, 2, 5, 9
- COc1ccc(CNc2nc(-c3cccnc3)nn2C(=O)c2cccs2)cc1
→ 19%, 2%, -4%[46.1 µM], 2, 3%, 5%, -23%, 6, 5, -9
